# ABCB6 inh 2: human ABCB6 transporter inhibition. K562-ABCB6 porphyrin accumulation, flow cytometry, 1 h; hits give low values. fluorescence ratio to DMSO, % at 10 µM. 360,000 compounds, 0.19% hits. AID 602162. Q9NP58;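 active = fluorescence ratio to DMSO below 75%, the collection mean minus 3 SD; inconclusive = too few cells collected in the well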;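 also: signal is porphyrin accumulated inside mitochondria; 100% equals median channel fluorescence of DMSO control wells; lower ratio means ABCB6 inhibition with less porphyrin fluorescence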
# aDG glyco up: alpha-DG glycosylation activation | Pro5-aDG cells, alpha-DG glycosylation AlphaScreen (IIH6); 0% Pro5, 100% B10-LARGE cell signal | activation, % at 10 µM | 360,000 compounds, 0.22% hits | AID 624168;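 active = activation of at least 8% versus controls, or a plate z-score of at least 8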;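 also: Pro5 are CHO cells carrying HIG-tagged alpha-DG that lacks glycosylation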
# MC4R antagonist: blocks human MC4R cAMP signaling | P32245 | MC4R-expressing cells, MTII-stimulated cAMP, LANCE TR-FRET | inhibition, % at 6.5 µM | 360,000 compounds, 0.48% hits | AID 540295;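 active = inhibition above its plate's cutoff, the mean of tested wells on that plate plus 3 SD, cut at about 29% in these data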;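 also: 0% = Melanotan II alone and 100% = Melanotan II plus saturating MCL0020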
#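 System – human MC4R-expressing U2OS cells · Also added – Melanotan II · Dosing – one concentration, 6.5 µM nominal · Timing – 30-min compound, 1-h challenge, 1-h detection, room temperature · Measured by – Eu-cAMP/anti-cAMP TR-FRET, emission 671 nm · Replicates – singlicate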
# ABHD5-PLIN5 inh: blocks binding of human ABHD5 to perilipin-5; Q00G26+Q8WTS1; inhibition, % at 4 µM; Split G. princeps luciferase complementation, luminescence, 4 h; 360,000 compounds, 0.78% hits;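 active = inhibition above the mean inhibition across every tested compound plus 3 SD, cut at about 22% in these data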;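 also: 0% = DMSO only wells and the 100% control is not disclosed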
# MC4R ag barr: activates human MC4R beta-arrestin recruitment. P32245. U2OS MC4R beta-arrestin complementation, luminescence; percent of melanotan II response, DMSO zero. activation, % at 8.9 µM. 360,000 compounds, 0.98% hits;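 active = activation above a per-plate cutoff, the mean activation of sample wells on that plate plus 3 SD, cut at about 8% in these data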
# TLR9-MyD88 inh: TLR9-MyD88 interaction inhibition | Q9NR96+Q99836 | CHO BLA complementation TLR9-MyD88, CCF4 FRET ratio | inhibition, % at 4.98 µM | 340,000 compounds, 0.21% hits | AID 504734;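 active = inhibition above the mean over all tested compounds plus 3 SD, cut at about 21% in these data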;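 also: 0% = DMSO only wells and 100% = clavulanate BLA inhibitor control wells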
# Target sequence (Q99836 whole entry, looked up): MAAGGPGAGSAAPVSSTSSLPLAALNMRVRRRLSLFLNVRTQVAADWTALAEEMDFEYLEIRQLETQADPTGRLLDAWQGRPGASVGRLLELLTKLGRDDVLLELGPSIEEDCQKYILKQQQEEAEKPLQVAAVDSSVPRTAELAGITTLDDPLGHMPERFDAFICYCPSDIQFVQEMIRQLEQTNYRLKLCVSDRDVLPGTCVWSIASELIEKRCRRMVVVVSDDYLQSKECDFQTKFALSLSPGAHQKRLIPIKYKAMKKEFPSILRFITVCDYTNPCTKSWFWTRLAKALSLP
# Target sequence (Q9NR96 whole entry, looked up): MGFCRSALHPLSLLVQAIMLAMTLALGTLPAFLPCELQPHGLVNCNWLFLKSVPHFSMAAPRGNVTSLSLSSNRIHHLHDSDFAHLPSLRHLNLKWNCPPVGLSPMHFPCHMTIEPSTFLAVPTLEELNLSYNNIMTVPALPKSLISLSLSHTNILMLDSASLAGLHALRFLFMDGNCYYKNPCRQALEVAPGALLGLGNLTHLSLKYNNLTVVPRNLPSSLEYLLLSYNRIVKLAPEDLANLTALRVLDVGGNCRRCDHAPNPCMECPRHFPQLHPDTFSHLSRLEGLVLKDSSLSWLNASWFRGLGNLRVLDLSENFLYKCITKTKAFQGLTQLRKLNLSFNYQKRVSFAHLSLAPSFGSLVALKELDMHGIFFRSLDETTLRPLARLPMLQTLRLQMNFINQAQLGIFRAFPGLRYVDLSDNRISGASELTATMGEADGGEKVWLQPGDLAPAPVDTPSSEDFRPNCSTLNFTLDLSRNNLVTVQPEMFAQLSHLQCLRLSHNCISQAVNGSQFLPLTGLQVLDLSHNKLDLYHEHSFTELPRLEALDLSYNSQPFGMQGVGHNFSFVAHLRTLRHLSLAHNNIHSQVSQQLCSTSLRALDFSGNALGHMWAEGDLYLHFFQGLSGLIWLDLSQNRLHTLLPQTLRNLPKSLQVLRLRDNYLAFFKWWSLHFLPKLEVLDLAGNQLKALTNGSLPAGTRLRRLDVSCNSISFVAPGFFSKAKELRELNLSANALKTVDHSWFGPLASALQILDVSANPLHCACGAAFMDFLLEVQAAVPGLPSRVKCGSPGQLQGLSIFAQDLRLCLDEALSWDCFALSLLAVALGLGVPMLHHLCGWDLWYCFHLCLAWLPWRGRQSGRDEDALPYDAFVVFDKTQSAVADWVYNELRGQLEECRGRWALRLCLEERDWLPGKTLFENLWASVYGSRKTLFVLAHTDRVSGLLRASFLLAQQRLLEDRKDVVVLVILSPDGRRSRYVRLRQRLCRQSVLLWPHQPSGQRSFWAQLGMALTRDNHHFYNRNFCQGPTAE
# Exocytosis inh: blocks lytic granule exocytosis; TALL-104 LAMP-1 surface exposure, flow cytometry; cells stimulated with thapsigargin and PMA; inhibition, % at 10 µM; 360,000 compounds, 0.66% hits; AID 651702;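 active = inhibition above about 55%, limit read from the data; inconclusive = no clear call, values can overlap the other calls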
# Vif inh: HIV Vif inhibition; HEK293T cells, Vif self-association by quenched fluorescence, imaging, 24 h; inhibition, % at 7.49 µM; 340,000 compounds, 0.35% hits; AID 602346; in the data active = inhibition above about 50%, passing the limit was not always enough; inconclusive = no clear call, values can overlap the other calls; inactive = below about 31%; also: some results filed as inactive read as strong as hits
# Glyco luc inh: N-linked glycosylation inhibition; D54 ERlucT glycosylation luciferase reporter, 24 h; percent of 100 nM tunicamycin response; reporter increase, % at 12.5 µM; 360,000 compounds, 0.23% hits; AID 588692;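 active = mean luciferase reporter signal, scaled so untreated is 0 and the glycosylation-blocking control 100, at or above a set limit in every replicate; inconclusive = mean reaches the limit but not every replicate does; inactive = mean below the limit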;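 also: luciferase carries N-glycosylation sites so blocking glycosylation raises the light; 0% = median of neutral control wells and 100% = median of 100 nM tunicamycin wells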
# NOD2 RIPK2 PPI: inhibitors of human NOD2-RIPK2 interaction; O43353; CHO BLA complementation NOD2-RIPK2, CCF4 ratio; inhibition, % at 4.98 µM; 360,000 compounds, 0.38% hits; AID 624267; in the data active = inhibition above about 21%;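 also: 0% = vehicle only and 100% = reference blocker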
# Active calls of the source: *; u = inconclusive; x = no result given. An excerpt; the hit share may differ from the screen's.
SMILES,ABCB6 inh 2,aDG glyco up,MC4R antagonist,ABHD5-PLIN5 inh,MC4R ag barr,TLR9-MyD88 inh,Exocytosis inh,Vif inh,Glyco luc inh,NOD2 RIPK2 PPI
Cc1ccc(-n2nc3c(=O)n(CC(=O)NCCc4ccco4)nc(C)c3c2C)cc1,87,-0.2,8,16,-0.4,-8,0,-4,2,11
Cc1ccc(SCC(=O)N2CC(C)OC(C)C2)cc1 (stereo not given),102,0.2,2,0,-0.4,-3,0,8,0,-7
CNC(=O)c1ccccc1Sc1ccccc1C#N,95,-0.1,2,-3,-1.6,-6,2,u,1,2
CC(C)N=C(Nc1ccc(Cl)cc1)c1cccnc1,94,-0.1,6,5,-2.7,-5,7,1,0,3
O=C(NCCCN1CCCC1=O)Nc1ccccc1F,99,-0.2,-4,2,-3.2,-7,-1,-6,0,-7
CCOC(=O)C1=C(C)NC(=O)NC1c1c(OCC(=O)N2CCCCC2)ccc2ccccc12 (stereo not given),103,-0.1,3,-1,0.6,-4,0,-4,-1,-7
O=C(CCNS(=O)(=O)c1ccc(Br)cc1)NCc1cccs1,95,0.0,9,-2,-2.2,7,-8,1,0,1
CCC1(CC)C(=O)NC(=S)N=C1N,97,-0.1,-4,2,-1.0,5,-1,20,1,-3
O=C(O)c1ccc(-c2nnn(Cc3ccccc3F)n2)cc1,100,0.0,-2,-8,0.0,-3,-2,12,2,-8
Cc1nn(CC(=O)OC(C)C(=O)Nc2ccccc2[N+](=O)[O-])c(C)c1[N+](=O)[O-] (stereo not given),78,-0.3,-1,5,0.7,-3,8,-16,0,-5
CCn1c(CC(=O)Nc2ccc(F)cc2)nnc1SCC(=O)N1CCOCC1,98,0.7,5,8,-3.0,1,20,2,-1,-9
CCC1CCc2sc(C(=O)N(C)CC(=O)Nc3ccc(N4CCOCC4)cc3)cc2C1 (stereo not given),101,-0.4,0,-2,-1.5,2,2,3,0,-7
COc1ccc(-c2coc3cc(O)ccc3c2=O)cc1O,103,-0.2,9,-3,0.1,0,6,11,-8,-12
O=C(COC(=O)CNC(=O)c1ccc(F)cc1)Nc1cccc(S(=O)(=O)N2CCCC2)c1,105,0.3,13,2,-3.0,-10,-2,4,0,-1
Cc1ccc2cc(CCNC(=O)CC(C)C)c(=O)[nH]c2c1,100,-0.1,10,0,-0.8,2,2,7,1,-4
CCOC(=O)C1C(C#N)=C(N)OC(C)=C1c1ccncc1 (stereo not given),114,-0.1,-11,-58,1.9,1,4,1,2,3
O=C(NC1CCCC1)c1ccc(CS(=O)Cc2ccc(Cl)cc2)o1 (stereo not given),100,-0.1,1,0,-1.5,-2,2,-3,0,-3
Cc1ccc(/C=N/NC(=O)NC23CC4CC(CC(C4)C2)C3)o1,104,-0.1,9,-6,0.9,5,-12,-8,-1,12
Cn1c(N2CCN(c3ccccn3)CC2)nc2c1c(=O)n(Cc1ccccc1Cl)c(=O)n2C,101,0.7,1,-7,-0.3,-10,0,37,2,-13
O=C(NC12CC3CC(CC(C3)C1)C2)c1ccc(-c2cccc(Cl)c2)o1,112,0.6,6,-8,-1.2,-3,-2,-6,-14,-1
CCn1nnnc1SCC(=O)N(C)C1CCS(=O)(=O)C1 (stereo not given),101,0.0,15,5,-0.6,6,-2,-4,0,3
Cc1nnc(SCC(=O)N2CCOCC2)s1,106,-0.3,-1,-8,-1.0,2,1,6,2,1
C[C@@H]1CN([C@@H](C)CO)C(=O)c2cc(C#Cc3ccccc3)cnc2O[C@@H]1CN(C)Cc1ccccn1,92,-0.2,4,4,-1.8,3,1,14,-2,-14
O=c1ccncn1C1OC(CO)C(O)C1O (stereo not given),95,0.4,3,-4,-0.7,-2,-12,-2,1,-8
N=C1/C(=C\c2ccc(Br)o2)C(=O)N=C2SC(CC(=O)N3CCCCC3)=NN12,90,0.2,6,3,-1.9,1,-1,-1,2,-6

# Other records
SMILES,ABCB6 inh 2,aDG glyco up,MC4R antagonist,ABHD5-PLIN5 inh,MC4R ag barr,TLR9-MyD88 inh,Exocytosis inh,Vif inh,Glyco luc inh,NOD2 RIPK2 PPI
OC(COC(c1ccc(Cl)cc1)c1ccc(Cl)cc1)CN1CCc2ccccc2C1 (stereo not given),93,0.5,3,8,-2.8,-10,20,-2,-4,-6
COc1ccc(C=NNC(=O)CCCC(=O)NN=Cc2ccc(OC)c(OC)c2)cc1OC,102,0.1,11,-6,-2.3,8,-9,2,1,-5
CN1CCN(c2ccccc2NC(=O)c2ccc(Br)o2)CC1,97,-0.2,2,7,-1.4,-12,-1,-8,1,-17
CCN(C[C@H]1N[C@@](C)(C(=O)OC)[C@H]2C(=O)N(Cc3ccccc3)C(=O)[C@@H]12)C(=O)c1ccccc1,100,0.0,3,13,-0.7,6,0,-3,2,10
Cc1ccc2cccc(OCc3ccccc3)c2n1,95,0.1,-4,5,-1.1,x,0,-2,-2,-7
CC(C)NC(=O)CN(C(=O)CCC(=O)Nc1ccccn1)c1ccc(F)c(Cl)c1,97,-0.1,13,3,-0.1,-6,3,15,-1,3
O=C(/C=C/c1ccc(Cl)c([N+](=O)[O-])c1)Nc1ccc(N2CCCC2)c(Cl)c1,97,-0.3,21,0,11*,-3,-2,2,4,-8
O=C(CN1CCCC1)Nc1ccc(Cl)cc1C(F)(F)F,94,1.3,24,2,0.4,3,-3,-3,0,12
N#Cc1ccc(Sc2nc3ccccc3[nH]2)cc1C#N,92,1.8,0,-1,-1.4,2,1,3,-1,6
Oc1cccc(/C=N/N2CCN(c3ccccn3)CC2)c1,99,-0.1,6,-11,-1.9,2,-6,2,1,3
CCN1C(=O)[C@@H]2[C@@H](c3ccc(-c4cccc(Cl)c4)c(OC)c3)N3CCCC[C@@]3(C(=O)OC)[C@@H]2C1=O,95,-0.1,5,-6,0.6,7,8,1,-4,-4
COC(=O)c1[nH]c2cc(C)ccc2c1NC(=O)CN1CCN(c2ccccc2OC)CC1,98,0.6,-5,2,-2.1,3,7,29,-1,10
COc1ccc(OC)c(/C=N/NC(=O)C(O)c2ccccc2)c1 (stereo not given),96,0.1,3,-4,-1.2,-17,-11,4,3,-6
O=C1[C@H]2[C@@H](c3ccc(F)cc3)N3C(=O)N(c4cccc(Br)c4)C(=O)[C@@]3(Cc3ccc(Cl)cc3)[C@H]2C(=O)N1C1CCCCC1,97,0.4,9,3,-0.1,-7,34,-1,2,-13
CCOC(=O)c1cc2nc(-c3ccco3)cc(C(F)(F)F)n2n1,103,0.0,2,4,-0.9,1,0,-6,0,6
FC(F)(F)c1ccc(NC(=S)NCc2ccccc2)cc1,91,0.0,-1,-7,4.2,-5,0,-5,-2,-9
COC(=O)c1ccc(NC(=O)CSc2nc3[nH]ncc3c(=O)[nH]2)cc1,102,0.0,-5,-7,-0.1,-4,-6,5,1,-12
COC(=O)[C@]12CCCCC=C1N(CCc1ccc(OC)c(OC)c1)C(=O)[C@H](CC(=O)N1CCOCC1)C2,x,0.3,x,0,x,x,2,x,x,-8
Cc1cccc(C(=O)OCC(=O)Nc2nnc(-c3ccccc3)o2)c1O,95,-0.4,10,-9,-6.5,8,16,3,2,9
O=C(Nc1ccc(Nc2ccccc2)cc1)c1ccc(Cl)cc1,100,0.3,7,-6,3.8,6,10,-17,-1,-2
c1ccc2c(c1)CCCN2Cc1nnc2n1CCCCC2,100,-0.2,9,1,0.7,-5,-1,2,1,-10
C(=N\n1cnc2ccccc21)/c1cccnc1,98,0.0,1,1,-0.1,-4,1,-6,-1,9
CCOC(=O)c1c(C)[nH]c(C)c1C(=O)CSc1nnc(-c2cc(OC)c(OC)c(OC)c2)o1,91,-0.2,-2,-1,-1.4,3,-10,2,1,-4
O=C(Nc1cccc2ccccc12)N(c1ccccc1)c1ccccc1,93,0.0,-4,-9,-1.8,3,-4,7,-3,3
COCCN1C2=C(C(=O)CC(C)(C)C2)C(c2ccc(OC)c(OC)c2)C2=C1CC(C)(C)CC2=O,97,0.0,0,4,0.2,-4,3,-3,-2,4
COc1ccc(OC)c(-c2csc(NC(=O)CSCc3c(C)noc3C)n2)c1,99,0.6,-1,-1,0.3,-13,1,-14,0,-11
O=C(NC1CC1)C1=C[C@@H](C2CC2)C[C@@H](OCc2ccc(CO)cc2)O1,99,0.1,9,-2,0.8,-14,-4,x,0,-17
Cc1ccsc1/C=N/NC(=O)Nc1ccccc1,96,-0.3,10,-4,-0.1,0,3,-2,-3,-4
CC(C)CNC(=O)C1(C)CCN1C(=O)c1ccc(C(C)(C)C)cc1 (stereo not given),99,0.4,6,-5,2.5,x,2,-3,0,-6
CCCCN(C(=O)C(C)(C)Oc1ccc(Cl)cc1)c1c(N)n(CCC)c(=O)[nH]c1=O,98,0.3,15,3,0.0,-6,0,23,-1,-6

# Sorted by length of the SMILES (lowest first): 10 of the compounds above.
SMILES,ABCB6 inh 2,aDG glyco up,MC4R antagonist,ABHD5-PLIN5 inh,MC4R ag barr,TLR9-MyD88 inh,Exocytosis inh,Vif inh,Glyco luc inh,NOD2 RIPK2 PPI
C(=N\n1cnc2ccccc21)/c1cccnc1,98,0.0,1,1,-0.1,-4,1,-6,-1,9
c1ccc2c(c1)CCCN2Cc1nnc2n1CCCCC2,100,-0.2,9,1,0.7,-5,-1,2,1,-10
FC(F)(F)c1ccc(NC(=S)NCc2ccccc2)cc1,91,0.0,-1,-7,4.2,-5,0,-5,-2,-9
CN1CCN(c2ccccc2NC(=O)c2ccc(Br)o2)CC1,97,-0.2,2,7,-1.4,-12,-1,-8,1,-17
COc1ccc(OC)c(/C=N/NC(=O)C(O)c2ccccc2)c1 (stereo not given),96,0.1,3,-4,-1.2,-17,-11,4,3,-6
CCOC(=O)c1cc2nc(-c3ccco3)cc(C(F)(F)F)n2n1,103,0.0,2,4,-0.9,1,0,-6,0,6
COC(=O)c1ccc(NC(=O)CSc2nc3[nH]ncc3c(=O)[nH]2)cc1,102,0.0,-5,-7,-0.1,-4,-6,5,1,-12
O=C(NC1CC1)C1=C[C@@H](C2CC2)C[C@@H](OCc2ccc(CO)cc2)O1,99,0.1,9,-2,0.8,-14,-4,x,0,-17
CCCCN(C(=O)C(C)(C)Oc1ccc(Cl)cc1)c1c(N)n(CCC)c(=O)[nH]c1=O,98,0.3,15,3,0.0,-6,0,23,-1,-6
CCOC(=O)c1c(C)[nH]c(C)c1C(=O)CSc1nnc(-c2cc(OC)c(OC)c(OC)c2)o1,91,-0.2,-2,-1,-1.4,3,-10,2,1,-4
